# Bioassay records (PubChem)
# N370S GC – qHTS Assay for Inhibitors and Activators of N370S glucocerebrosidase as a Potential Chaperone Treatment of Gaucher Disease | Lysosomal acid glucosylceramidase (Homo sapiens), P04062 | N370S GC spleen homogenate, 4MU-glucoside fluorescence | Potency, µM (series often up to 59.4 µM), inactives show at the top dose activity change, negative = inhibition, hits mostly inhibitors | actives 0.092% (n = 330,000);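 further: 0% = full enzyme activity and -100% = no enzyme basal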
# TDP1 block – qHTS Assay for Inhibitors of Tyrosyl-DNA Phosphodiesterase (TDP1); Potency, µM (series often up to 130 µM), for the others: at the top dose activity change, negative = inhibition, usual class: inhibitors; AID 485290, 2010; actives 0.28% (n = 350,000); Tyrosyl-DNA phosphodiesterase 1 (Homo sapiens), Q9NUW8; recombinant TDP1, AlphaScreen DNA substrate cleavage; further: nearly all actives have a fitted effect of over 40% in size
# Target sequence (Q9NUW8 whole entry, looked up): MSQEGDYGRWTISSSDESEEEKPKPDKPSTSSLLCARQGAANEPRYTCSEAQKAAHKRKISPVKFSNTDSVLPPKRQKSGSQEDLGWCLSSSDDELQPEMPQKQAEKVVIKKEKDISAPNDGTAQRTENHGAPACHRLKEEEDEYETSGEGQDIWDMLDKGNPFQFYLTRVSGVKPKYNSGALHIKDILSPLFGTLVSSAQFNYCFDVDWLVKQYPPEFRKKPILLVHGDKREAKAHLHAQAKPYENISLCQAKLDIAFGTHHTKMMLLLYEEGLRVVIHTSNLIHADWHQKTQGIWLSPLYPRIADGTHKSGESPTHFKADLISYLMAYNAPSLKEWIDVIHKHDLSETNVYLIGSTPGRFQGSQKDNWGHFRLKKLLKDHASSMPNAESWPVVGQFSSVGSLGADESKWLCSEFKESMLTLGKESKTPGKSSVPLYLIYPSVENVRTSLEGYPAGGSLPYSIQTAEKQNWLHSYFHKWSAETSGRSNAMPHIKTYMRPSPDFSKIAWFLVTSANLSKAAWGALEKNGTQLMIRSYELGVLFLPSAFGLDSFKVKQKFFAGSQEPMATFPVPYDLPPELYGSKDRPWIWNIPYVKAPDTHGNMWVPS
#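 Recombinant E. coli-expressed Tdp1 (1 nM) preincubated with compound 15 min at RT, then 5'-biotin/3'-phosphotyrosine-FITC DNA substrate (15 nM) added for 5 min. AlphaScreen beads (10 ug/ml) added, 10 min RT; tyrosine-FITC cleavage read as signal loss.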
# FEN1 inhibitor – qHTS Assay for the Inhibitors of Human Flap endonuclease 1 (FEN1); P39748; Recombinant FEN1 flap cleavage, fluorescence, 15 min; Potency, µM (top dose mostly 114 µM), for the others: top-dose activity change, negative = inhibition, usual class: inhibitors; actives 0.35% (n = 390,000); AID 588795, 2011; further: nearly all actives have a fitted effect of over 65% in size
# Target sequence (P39748 whole entry, looked up): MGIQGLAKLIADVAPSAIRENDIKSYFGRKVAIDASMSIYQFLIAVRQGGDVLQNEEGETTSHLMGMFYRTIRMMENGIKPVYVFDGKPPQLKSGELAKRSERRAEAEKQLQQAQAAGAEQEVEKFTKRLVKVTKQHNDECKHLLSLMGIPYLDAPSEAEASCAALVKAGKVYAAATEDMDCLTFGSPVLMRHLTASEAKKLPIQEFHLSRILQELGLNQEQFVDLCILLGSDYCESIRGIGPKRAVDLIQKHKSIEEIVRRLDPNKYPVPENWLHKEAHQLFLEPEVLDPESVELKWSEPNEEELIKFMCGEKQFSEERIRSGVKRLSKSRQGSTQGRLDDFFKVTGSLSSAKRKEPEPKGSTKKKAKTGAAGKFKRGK
#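 FEN1 at 10 nM preincubated with compounds 15 min at room temperature, then flap DNA substrate added at 50 nM final. Signal read at 0 and 15 min; concentration-response fitted with four-parameter Hill equation.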
# An asterisk follows results filed as active; ? = inconclusive; / = no result given; & = joins results of further samples; [ ] = remark or other dose. The call rests on the fitted dose curve; in most records, active means well fitted curve in the direction sought with a large enough effect; inconclusive means small, poorly fitted or top-dose-only effect, or another doubt; inactive means no such curve, though single readings can be large; an effect the other way counts as inactive or inconclusive. Unless noted, on the % scale 0 is the no-effect control and ±100 the full control effect; potency means the concentration at half of the fitted maximal effect.
SMILES,N370S GC,TDP1 block,FEN1 inhibitor
COc1ccc(C(=O)Nc2nnc(SCC(=O)NC3CC3)s2)cc1,2%,9%,16%
Cc1cc(=O)oc2cc(Nc3ccccc3)ccc12,3%,2%,-13%
COc1ccc(COC(=O)CN2C(=O)NC3(CCCC3)C2=O)cc1F,2%,0%,3%
CC(/C=C/c1ccccc1)=N\NC(=O)c1cc(C)nc2ccccc12,4%,5%,-5%
Cc1ccc(OCC(=O)n2nc(C)cc2C)c(C)c1,6%,1%,0%
COc1ccc(S(=O)(=O)N=Nc2c(O)[nH]c3ccccc23)cc1,-6%,8%,-3%
CCOCC(=O)Nc1nnc(Cc2ccc(OC)c(OC)c2)s1,3%,5%,0%
CC(C)CNC(=O)COC(=O)CNC(=O)c1cc(Cl)cc([N+](=O)[O-])c1,1%,5%,-4%
CN(Cc1nc2ccccc2c(=O)[nH]1)Cc1nc2ccsc2c(=O)[nH]1,-3%,8%,2%
Cn1c(NN)nc2sc3c(c2c1=O)CC(C)(C)OC3,-1%,-8%[56.1 µM],-18%
O=C(Nc1ccccc1Cl)N1CCN(c2ncccn2)CC1,-1%,4%,-1%
CCCOc1ccc(NC(=O)CC2C(=O)N(c3ccccc3)C(=O)N2Cc2ccco2)cc1 (stereo not given),/,8%,9%
CSCC[C@@H]1NC(=O)[C@@H](NC(=O)[C@H](CCCNC(=N)N)NC(=O)[C@H](CC(C)C)NC(=O)[C@H](CCSC)NC(=O)[C@H](CC(=O)O)NC(=O)[C@H](Cc2ccccc2)NC(=O)[C@@H](N)CC(=O)O)CSSC[C@@H](C(=O)N[C@@H](Cc2c[nH]c3ccccc23)C(=O)N[C@@H](CCC(N)=O)C(=O)N[C@H](C(=O)O)C(C)C)NC(=O)[C@@H]2CCCN2C(=O)[C@H](CCCNC(=N)N)NC(=O)[C@H](Cc2ccc(O)cc2)NC(=O)[C@H](C(C)C)NC(=O)[C@H](CCCNC(=N)N)NC(=O)CNC(=O)[C@H](CC(C)C)NC1=O,-1%,13%,/
Cc1c(C#N)c(NC(=O)CCl)n(Cc2ccc(F)cc2)c1C,-10%,8%,-3%
Cc1ccc(S(=O)(=O)N2CCN(C(=O)C3CCN(C(=O)c4ccccc4C)CC3)CC2)cc1C,-2%,5%,-8%
CN(C1CCCCC1)S(=O)(=O)c1ccc2c(c1)c(=O)c(C(=O)NCCc1ccccc1)cn2C,/,2%,2%
O=c1cc(-c2cccc(-c3ccc(C(F)(F)F)cc3)c2)c2cc3c(cc2o1)OCO3,?,-3%,/
Cc1ccc(SC/C(O)=C(\C#N)c2nc3ccccc3n2C)cc1,6%,2%,-6%
COCCn1c(C)cc(C(=O)CSc2nnnn2C2CCCC2)c1C,/,7%,-4%
CC(C)(C)OC(=O)NCCCCCO,-4%&-9%,22%,-11%
CCCCNC(=O)COC(=O)c1ccc(Cl)c(S(N)(=O)=O)c1,-4%,8%,-12%
COc1cc(/C=N/NC(=O)c2nonc2N)cc(OC)c1OC,-4%,-3%,-15%
O=S(=O)(O)c1c(NS(=O)(=O)c2ccccc2)ccc2ccccc12,/,3%,-14%
COc1ccnc(CSC(N)=Nc2cccc(C(F)(F)F)c2)c1,-27%,13%,0%
CC(=O)Nc1ccc(C(=O)OCc2ccccc2Cl)cc1,21%,3%,-17%

# Continuation.
SMILES,N370S GC,TDP1 block,FEN1 inhibitor
Cc1ccccc1Nc1c(-c2ccc(O)cc2)nc2c(C)cccn12,/,-2%[12.3 µM],-30%
Cc1cccc(CCNC(=O)c2ccc(CSCc3cccc(Cl)c3)o2)c1,/,-9%,-17%
Cc1ccc(NC(=O)NCc2cccn2Cc2ccccc2)c(C)c1,/,3%,23%
CCOc1cc(N2CCOCC2)c(OCC)cc1NC(=O)c1cccc(S(=O)(=O)N2CCOCC2)c1,/,0%,-9%
COc1ccc(C(=O)NCC(=O)N2CCN(C(=O)c3ccco3)CC2)cc1,-6%,3%,-5%
O=C(CSc1ccccc1)Nc1ccc2c(c1)OCCO2,3%,3%,0%
COc1ccc(CCNC(=O)CNC(=O)c2ccccc2Br)cc1OC,-2%,/,-1%
Cc1cc(CNCc2c(C(=O)N3CCCCCCC3)nc3ccc(Cl)cn23)nn1C,-14%,-3%,-1%
O=C(COc1ccccc1)NCCn1ccc2ccccc21,5%,0%,2%
O=C(CCSCCc1ccccn1)Nc1ccc(Br)cn1,3%,2%,-1%
CC(C)CC(=O)NS(=O)(=O)c1ccc(N)cc1,0%,2%,-3%
COc1ccc(N(C(C)C(=O)N(C)Cc2ccccc2)S(C)(=O)=O)cc1 (stereo not given),-10%,3%,-1%
CCCn1c(=O)c(C(=O)NCc2ccccn2)c(O)c2ccccc21,22%,0%,-4%
COC(=O)C1C(O)C(C)C(O)C(C)(O)/C=C\C=C(/C)C(=O)Nc2c(C)c(OC(C)=O)c3c(c2O)C(=O)C(C)=C2OCOC(=C23)/C(C)=C/C(C)(O)C(O)C(C)C1O (stereo not given),?,4%,-21%
COC(=O)c1cn(NC(=O)Cn2nc([N+](=O)[O-])c(Br)c2C)c(=O)c2ccccc12,-2%,2%,1%
COc1cccc(/C=C/C(=O)OCC(=O)NCC2CCCCC2)c1OC,/,-1%,-1%
COc1ccccc1NC(=S)N(Cc1ccco1)Cc1cc2cc(C)cc(C)c2[nH]c1=O,8%,4%,-5%
COc1ccccc1C(=O)C1CCCN(C(=O)CN2CCCCC2=O)C1 (stereo not given),6%,-3%,5%
COc1ccc(C(=O)NCC(c2cccnc2)N2CCc3ccccc32)cc1 (stereo not given),/,-5%,-1%
CC(C)c1ccc(NC2CCCN(C(=O)CCc3cn[nH]c3)C2)cc1 (stereo not given),3%,7%,3%
COc1ccc(CC(=O)Nc2nc3ccc(F)cc3s2)cc1S(=O)(=O)N1CCOCC1,5%,7%,-13%
CN=C(Nc1cccc(OC)c1)SC1CC(=O)N(c2ccc(C(=O)O)cc2)C1=O (stereo not given),-7%,0%,4%
O=C(NCc1cccs1)C1CCN(S(=O)(=O)c2ccc(Cl)cc2)CC1,10%,5%,0%
C[C@@H]1CC[C@@]23COC(=O)C2=CCC[C@@H]3[C@@]1(C)CC/C(=C/CO)CO,-14%,/,1%
N#C/C(=C\c1cn(-c2ccccc2)nc1-c1cc2ccccc2o1)c1nc2ccccc2[nH]1,5%,0%,2%

# Gathered by group: the compounds so far containing a nitro group on carbon
SMILES,N370S GC,TDP1 block,FEN1 inhibitor
CC(C)CNC(=O)COC(=O)CNC(=O)c1cc(Cl)cc([N+](=O)[O-])c1,1%,5%,-4%
COC(=O)c1cn(NC(=O)Cn2nc([N+](=O)[O-])c(Br)c2C)c(=O)c2ccccc12,-2%,2%,1%

# New compounds follow
SMILES,N370S GC,TDP1 block,FEN1 inhibitor
CCOc1ccccc1N1CCN(C(=O)C2c3ccccc3Oc3ccccc32)CC1,6%,4%,-13%
C/C(=N/NC(=O)CNC(=O)c1ccccn1)c1cccc([N+](=O)[O-])c1,-4%,2%,-1%
CCN1C(=O)c2ccccc2Sc2ccc(NC(=O)c3ccc(C#N)cc3)cc21,/,3%,-3%
Cc1ccc(-c2cc(C(F)(F)F)nn2-c2ccc(S(N)(=O)=O)cc2)cc1,-14%&-2%&-2%,9%&5%,-7%
CC(NC(=O)COC(=O)CNC(=O)c1ccccc1Cl)C1CC2CCC1C2 (stereo not given),/,-3%[56.1 µM],-3%
O=C(Oc1oc(-c2ccco2)nc1C=Nc1ccc(Cl)cc1)c1ccco1,1%,3%,1%
C(=N\Nc1nc2ccccc2[nH]1)/c1cccc2cccnc12,-29%,8%,-7%
CCOC(=O)c1cnn(CCOC(=O)c2ccccc2F)c1NC(=O)c1ccccc1F,5%,8%,-1%
Cc1cc(F)ccc1NC(=S)NC1CCCC1,-5%,2%,-9%
O=C(CSc1ccccn1)Nc1ccc2c(c1)OCO2,22%,3%,-1%
O=C(CC1C(=O)NCCN1Cc1ccc(-c2ccccc2)cc1)NCC1CCOCC1 (stereo not given),-5%,6%,-11%
CC[C@H](C)[C@H](NC(=O)[C@H](C)NC(=O)CNC(=O)[C@H](CCCN=C(N)N)NC(=O)[C@H](C)NC(=O)[C@H](CC(C)C)NC(=O)[C@H](CCC(=O)O)NC(=O)[C@H](CC(C)C)NC(=O)[C@H](C)NC(=O)[C@@H](N)CCC(=O)O)C(=O)N[C@@H](Cc1ccccc1)C(=O)N[C@@H](CCC(N)=O)C(=O)N[C@@H](C)C(=O)O,1%,6%,/
Cc1cc(C(=O)NCc2cccs2)ccc1[N+](=O)[O-],0%,5%,3%
N#Cc1c(-c2ccc(C(F)(F)F)cc2)cc(-c2ccccc2)[nH]c1=S,1%,8%,4%
C=CCNC(=S)NN=C1CCCCCCC1,0%,5%,3%
CC(C)(O)C#Cc1ccc(C(=O)N2CCC(C(N)=O)(N3CCCCC3)CC2)cc1,-7%,6%,-1%
CCN1C(=O)[C@H]2[C@@H](c3ccc(C)cc3)N3C(=O)N(c4ccc(C(F)(F)F)cc4)C(=O)[C@@]3(CC(C)C)[C@H]2C1=O,?,/,-19%
COCCNC(=O)c1ccc(N2CC3CC(C2)c2cccc(=O)n2C3)c(NC(=O)c2cc(OC)cc(OC)c2)c1 (stereo not given),0%,0%,-8%
CCN(CC)Cc1cc(C(=O)O)c(C)o1,-16%,-3%,17%
COC(=O)c1sccc1S(=O)(=O)N1CCN(c2ccc(C(C)=O)cc2)CC1,/,8%,0%
COC(=O)c1c(NC(=O)COC(=O)CCNS(=O)(=O)c2ccc(NC(C)=O)cc2)sc(C)c1C,8.9µM*,/,4%
CCc1nn2c(-c3ccco3)ccnc2c1-c1ccc(F)cc1,/,-2%,-11%
CCOC(=O)CCCCCN(Cc1ccccc1)S(=O)(=O)c1ccc([N+](=O)[O-])cc1,3%,6%,11%
COc1ccc(C(=O)N2CC(=O)Nc3ccc(C)cc3C2c2ccccc2)c(OC)c1 (stereo not given),/,0%,-1%
CCN1CCN(c2nnc(-n3cccc3C(=O)NCc3ccccc3OC)s2)CC1,/,0%,1%

# Part of the list above in order of number of heavy atoms, highest first.
SMILES,N370S GC,TDP1 block,FEN1 inhibitor
COCCNC(=O)c1ccc(N2CC3CC(C2)c2cccc(=O)n2C3)c(NC(=O)c2cc(OC)cc(OC)c2)c1 (stereo not given),0%,0%,-8%
COC(=O)c1c(NC(=O)COC(=O)CCNS(=O)(=O)c2ccc(NC(C)=O)cc2)sc(C)c1C,8.9µM*,/,4%
CCOC(=O)CCCCCN(Cc1ccccc1)S(=O)(=O)c1ccc([N+](=O)[O-])cc1,3%,6%,11%
CC(NC(=O)COC(=O)CNC(=O)c1ccccc1Cl)C1CC2CCC1C2 (stereo not given),/,-3%[56.1 µM],-3%
C=CCNC(=S)NN=C1CCCCCCC1,0%,5%,3%

# Going on with the list.
SMILES,N370S GC,TDP1 block,FEN1 inhibitor
Cc1cccc2cc3c(N)c(C(=O)N4CCc5ccccc54)sc3nc12,-3%,1%,4%
Cc1ccccc1-c1nc(CNC(=O)Nc2ccccc2)c(C)o1,/,9%,-8%
O=C(OCC(=O)N1CCCC1=O)c1nc(Cl)ccc1Cl,-1%,/,-3%
CCN(CC)CCCNc1nc(N)c([N+](=O)[O-])c(N2CCCCCC2)n1,-13%,/,0%
O=C(COC(=O)c1ccc(O)cc1)Nc1cccc(S(=O)(=O)N2CCCCC2)c1,-1%,/,-14%
COc1cccc(NC(=O)N2CCOCC2)c1,1%,-2%,-4%
CCc1ccc(NC(=O)C(=O)NCC(c2cccnc2)N2CCOCC2)cc1 (stereo not given),/,6%,-21%
Cc1ccccc1NS(=O)(=O)c1nnc(NC(=O)c2ccco2)s1,/,4%,-3%
Cc1cccc(N2N=C(C(=O)Nc3ccc(Cl)c(S(=O)(=O)N4CCOCC4)c3)CCC2=O)c1,/,1%,-6%
Nc1nnc(SCc2ccc(Cl)cc2)s1,20%,0%[56.1 µM],-5%
Cc1ccc(C(C)C)c(OCCN(C)C)c1,-18%,/,-1%
N#C/C(=C1\C(=O)Nc2c(Cl)cc(Cl)cc21)c1nnc2n1CCCCC2,16%,3%,-17%
CC(C)(C)NC(=O)CSc1nnc(NC(=O)CCc2ccccc2)s1,-9%,/,13%
Cn1cc(C(=O)O)c(=O)c2cc(S(=O)(=O)N3CCOCC3)ccc21,/,-3%,2%
CC(c1ccccc1C(O)c1ccccc1)N(C)C (stereo not given),5%,0%,3%
COc1ccccc1C1CC(=O)Oc2cc(O)ccc21 (stereo not given),-5%[89.1 µM],1%[56.1 µM],10%
CN(Cc1ncc[nH]1)Cc1cn(-c2ccccc2)nc1-c1ccc2c(c1)OCO2,-15%,/,-3%
O=C(N/N=C/c1cc([N+](=O)[O-])ccc1O)c1ccc2c(c1)OCCO2,-4%,8%,-4%
O=C(c1cnn2c(C(F)F)cc(-c3ccccc3)nc12)N1CCc2ccccc2C1,-3%,-3%,-8%
